OX1R antag-1 = antagonists of human orexin 1 receptor (OX1R); inhibition, % at 6.6 µM; AID 485270; O43613; OX1R-expressing cells, FRET antagonist read-out; 330,000 tested, 1.8% active; in the data active = inhibition mostly above about 38%, no sharp cut-off; inactive = mostly below about 40%;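 note: 0% = agonist challenge alone and 100% = reference antagonist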
Target sequence (O43613 whole entry, looked up): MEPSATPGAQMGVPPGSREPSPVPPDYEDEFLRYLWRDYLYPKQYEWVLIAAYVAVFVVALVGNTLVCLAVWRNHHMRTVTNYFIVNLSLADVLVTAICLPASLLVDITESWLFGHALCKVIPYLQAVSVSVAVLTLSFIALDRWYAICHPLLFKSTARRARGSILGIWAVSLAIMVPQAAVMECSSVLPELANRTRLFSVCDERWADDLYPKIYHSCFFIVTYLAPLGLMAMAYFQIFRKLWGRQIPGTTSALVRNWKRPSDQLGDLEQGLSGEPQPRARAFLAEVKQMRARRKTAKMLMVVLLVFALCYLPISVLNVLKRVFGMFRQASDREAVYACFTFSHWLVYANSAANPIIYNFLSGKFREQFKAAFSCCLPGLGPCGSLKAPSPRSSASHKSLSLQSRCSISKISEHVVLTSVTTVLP
OX1R antag-2 = antagonists of human orexin 1 receptor; CHO/OX1R cells, Fluo-8 calcium fluorescence, orexin A; inhibition, % at 5 µM; 330,000 tested, 0.43% active; AID 434989;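 active = inhibition above its plate's threshold, mean inhibition of all tested compounds on the plate plus 3 SD, cut at about 37% in these data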;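 note: 0% = orexin A challenge wells and 100% = SB-334867-A antagonist wells; not every result past the cut was called active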
CHT PAM = allosteric activators of human choline transporter CHT. Q9GZV3. CHT-expressing cells, membrane potential dye, choline EC20; active compounds read high; LV-AA mutant CHT in HEK293 cells. B-score at 10 µM. 310,000 tested, 0.49% active;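 active = initial fluorescence not abnormally high and integrated response B-score, plate-corrected, over 3 SD above library mean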
The depositor's hits bear a star; i = inactive; x = not tested or not shown.

Start of the listing, in advance:
SMILES	OX1R antag-1	OX1R antag-2	CHT PAM
CN(C)Cc1cc(CCNC(=O)c2ccc(Cl)cc2)ccc1O	2	0	i
O=C1CSC(c2ccc([N+](=O)[O-])cc2)N1c1ccccc1F (centres undefined)	10	-21	i
CCCCCCCC(=O)Oc1ccc(C(=O)Nc2cc(C)on2)cc1	-7	1	i
CCC(C)[C@@H](C(=O)NCC1CCC(C(=O)O)CC1)n1nnc2ccccc2c1=O (some centres undefined)	-5	-6	i
CCc1ccc(NC(=S)N(Cc2cccnc2)Cc2ccco2)cc1	24	-19	i

All compounds of this part, from the start:
SMILES	OX1R antag-1	OX1R antag-2	CHT PAM
CN(C)Cc1cc(CCNC(=O)c2ccc(Cl)cc2)ccc1O	2	0	i
O=C1CSC(c2ccc([N+](=O)[O-])cc2)N1c1ccccc1F (centres undefined)	10	-21	i
CCCCCCCC(=O)Oc1ccc(C(=O)Nc2cc(C)on2)cc1	-7	1	i
CCC(C)[C@@H](C(=O)NCC1CCC(C(=O)O)CC1)n1nnc2ccccc2c1=O (some centres undefined)	-5	-6	i
CCc1ccc(NC(=S)N(Cc2cccnc2)Cc2ccco2)cc1	24	-19	i
Cc1ccccc1C(=O)Nc1ccc(S(=O)(=O)N2CCCC2)cc1	12	-7	i
O=C(NCc1ccc(F)cc1)NC(=O)c1ccc(Cl)cc1	2	0	i
Cc1sc2nc(C3CC3)nc(N3CCN(C(=O)c4ccc(Cl)cc4)CC3)c2c1C	7	-43	i
CCc1ccc(C(=O)COC(=O)C2CCN(c3ccc(C(F)(F)F)cn3)CC2)cc1	9	4	i
CNS(=O)(=O)/C=C/c1ccccc1	-8	-6	i
Cc1c(NC(=O)C(C)OC(=O)c2cccnc2Cl)c(=O)n(-c2ccccc2)n1C (centres undefined)	2	-13	x
COc1ccc2[nH]c(=O)c(CN(C(=O)c3cccnc3)c3ccc(C)c(C)c3)cc2c1	22	-27	i
O=C(c1ccc(F)cc1Cl)N1CCN(CCc2ccccc2)CC1	-4	-18	i
C=CCn1c(=N)n(CC(=O)c2ccccc2)c2ccccc21	21	-49	i
COc1ccc(-c2csc(NC(=S)NC(=O)/C=C/c3ccco3)n2)cc1Br	1	8	i
O=C1c2ccccc2C(=O)N1CCCn1c(=O)oc2ccccc21	20	-22	i
O=C(CSc1ccccn1)Nc1ccc2c(c1)OCO2	2	-7	i
O=S(=O)(c1ccc2c(c1)OCCO2)N1CCNCC1	-2	4	i
O=C(Cc1cccs1)N=Nc1c(O)[nH]c2ccc(Br)cc12	8	-22	i
COc1cc(C2=NOC(C(=O)NCc3ccc(F)cc3)C2)cc(OC)c1OC (centres undefined)	26	-21	i

Seven of the entries above in order of the OX1R antag-1 value, highest first.
structure,OX1R antag-1
COc1cc(C2=NOC(C(=O)NCc3ccc(F)cc3)C2)cc(OC)c1OC (centres undefined),26
C=CCn1c(=N)n(CC(=O)c2ccccc2)c2ccccc21,21
O=C1CSC(c2ccc([N+](=O)[O-])cc2)N1c1ccccc1F (centres undefined),10
CCc1ccc(C(=O)COC(=O)C2CCN(c3ccc(C(F)(F)F)cn3)CC2)cc1,9
O=C(NCc1ccc(F)cc1)NC(=O)c1ccc(Cl)cc1,2
CCC(C)[C@@H](C(=O)NCC1CCC(C(=O)O)CC1)n1nnc2ccccc2c1=O (some centres undefined),-5
CNS(=O)(=O)/C=C/c1ccccc1,-8

(list continues)
SMILES	OX1R antag-1	OX1R antag-2	CHT PAM
O=C(O)C1CCN(S(=O)(=O)c2cccc3cccnc23)CC1	15	0	i
C=CCn1c(=NC(=O)c2ccco2)sc2cc(C(=O)OC)ccc21	6	-12	i
Clc1ccc(C[n+]2cc(-c3ccccc3)n3c2CCC3)cc1Cl	-5	-9	7.8*
Cc1ccccc1C(=O)c1cccn1CC(=O)NC(C)c1ccc2c(c1)OCCO2 (centres undefined)	22	-22	i
O=C1CCCC2=C1C(c1ccncc1)n1c(nc3ccccc31)N2 (centres undefined)	-12	-18	i
CC(C)CCC(C)N=Cc1c(O)n(Cc2ccccc2)c(=O)c2ccccc12 (centres undefined)	12	-28	i
COc1ccc(NC(=O)C(=O)c2cn(CC(=O)N3CCCC3)c3ccccc23)cc1	3	-26	i
COc1cccc(CCC(=O)Nc2cc3c(cc2C(=O)O)OCCCO3)c1OC	7	-6	x
O=C(c1ccco1)N1CCN(C23CC4CC(CC(C4)C2)C3)CC1	7	-13	i
O=C(CSc1ccc2c(c1)OCCO2)Nc1cccnc1Cl	1	-19	i
Cc1ccc(NC(=O)c2sc3nc(C)nc(N4CCN(c5ccccn5)CC4)c3c2C)c(C)c1	18	-39	i
CSc1ccc(-c2nc(CSCC(=O)NCCCN3CCOCC3)c(C)o2)cc1	14	-33	i
FC(F)(F)c1ccc(-c2csc(-c3ccno3)n2)cc1	7	-5	i
CS(=O)(=O)c1ccc(C(=O)NCC2(N3CCCCC3)CCCCC2)cc1	-6	-17	i
COC(=O)c1ccc(CSCc2ccc(C#N)cc2)cc1	4	-14	i
COC(=O)NC(=S)Nc1ccc(Oc2ccc(Cl)cc2Cl)c(Cl)c1	19	-23	i
CC1Oc2ccccc2N(CC(=O)NCc2ccccc2)C1=O (centres undefined)	14	-23	i
CCOC(=O)c1c(C)[nH]c(C(=O)N2CCN(CC)CC2)c1C	22	-6	i
O=C(C1CCCN(c2ncnc3c2nc2n3CCCCC2)C1)N1CCN(c2cccc(Cl)c2)CC1 (centres undefined)	3	-19	i
Cc1cc(N2C(=O)C3CC=CC(C)C3C2=O)no1 (centres undefined)	4	-14	i
COc1cc2c(cc1OC)C(C(=O)Nc1ccc(F)c(Cl)c1)CC(=O)N2 (centres undefined)	8	-4	i
COc1ccc(Cl)cc1NC(=O)CN(C)C(=O)C1COc2ccccc2O1 (centres undefined)	12	-17	x
Cn1ncc(SCc2ccccc2)c(Cl)c1=O	23	12	i
O=C(NCc1cccc(F)c1)c1ccc(N2C(=O)Cn3c(cc4sccc43)C2=O)cc1	-4	-3	i
CNC(=O)c1c(NC(=O)c2ccco2)sc(C)c1C	25	-9	i
CCc1ccccc1NC(=O)Nc1ccc(F)cc1	6	-11	i
N#CC1(Nc2ccccc2)C(=O)Nc2ccccc21 (centres undefined)	39	-21	i
O=C(O)CCCCCNc1nc(-c2ccccc2)nc2ccccc12	17	-8	i
O=C(NCCCN1CCOCC1)c1cccc(NS(=O)(=O)c2ccc(Br)cc2)c1	3	-25	x
CC1CCCC(NC(=O)COC(=O)/C=C/c2ccc(F)cc2)C1C (centres undefined)	-1	-23	x
COC(=O)c1ccc(COc2ccc(C=O)cc2)o1	1	0	i
O=C(NCCCn1cccn1)C1CCC(=O)N(CCc2ccccc2)C1 (centres undefined)	7	-13	i
CCOC(=O)N1CCN(Cc2c(F)cccc2Cl)CC1	1	-15	i
O=C(NCC(=O)N1CCN(c2ccccc2)CC1)c1ccccc1	2	4	i
Cc1ccc(C)c(NS(=O)(=O)c2ccc(OCC(=O)N3CCCC3)cc2)c1	3	-11	i
CCN1CCN(CCOCCOc2ccccc2)CC1	-3	3	i
Cc1ccc(C(C(=O)NC2CCCC2)N(C(=O)CCC(=O)Nc2cc(C)on2)c2ccccc2)cc1 (centres undefined)	16	-4	i
CC(C)(C)C(C(=O)n1cccc1C#N)c1ccccc1 (centres undefined)	2	15	x
COc1ccccc1C(O)(C(=O)NN(C(=O)c1ccccc1)c1ccccc1C)c1cccs1 (centres undefined)	15	-12	i
COc1ccc(C(CC(=O)c2ccccc2)CC(=O)c2ccccc2)cc1	36	-27	i

Entries of single compounds from above. Order of screens: OX1R antag-1, OX1R antag-2, CHT PAM
O=C(NCc1cccc(F)c1)c1ccc(N2C(=O)Cn3c(cc4sccc43)C2=O)cc1 is listed as -4, -3, i
O=C(NCC(=O)N1CCN(c2ccccc2)CC1)c1ccccc1 is listed as 2, 4, i
O=C(O)CCCCCNc1nc(-c2ccccc2)nc2ccccc12 is listed as 17, -8, i

Random excerpt: 2 entries already listed.
SMILES	OX1R antag-1	OX1R antag-2	CHT PAM
CCc1ccc(NC(=S)N(Cc2cccnc2)Cc2ccco2)cc1	24	-19	i
O=C1CSC(c2ccc([N+](=O)[O-])cc2)N1c1ccccc1F (centres undefined)	10	-21	i

Continuation:
SMILES	OX1R antag-1	OX1R antag-2	CHT PAM
CCN(c1ccccc1)S(=O)(=O)c1ccc(C(=O)N(CCCN(C)C)c2nc3c(C)cccc3s2)cc1	7	-1	i
CCc1ccc(CN2CCN(c3ncccn3)CC2)cc1	9	-9	i
CC(Sc1ncccn1)C(=O)Nc1ccc2c(c1)OCO2 (centres undefined)	6	-10	x
O=C(CN(Cc1ccccc1Cl)C(=O)CN1C(=O)CSc2ccccc21)NC1CC1	11	-16	i
CCOC(=O)Nc1ccc(C)cc1Br	1	-6	i
C=C(C)C1CC=C(C)/C(=N/NC(=O)COc2ccc(C)cc2)C1 (centres undefined)	-3	-15	i
Cc1ccc(NC(=O)COC(=O)C2=NNC(=O)CC2)c(Br)c1	10	12	x
COc1nc(NC2CCCCC2)nc(NC(C)(C)C)n1	2	-24	i
CC(=O)Nc1nonc1C(=O)N1CCC(C)CC1	4	-8	i
Cc1cc(Cl)ccc1OC(C)C(=O)Nc1cnn(CCCC(=O)O)c1 (centres undefined)	-3	10	i
C=CCOC(=O)C1=C(C)NC(=S)NC1/C=C/c1ccccc1 (centres undefined)	10	7	i
CCN(CC)S(=O)(=O)c1ccc(NC(=S)Nc2ccc(F)cc2)cc1	3	0	i
CC1CCCN(C(=O)COC(=O)CNS(=O)(=O)c2ccc3ccccc3c2)C1 (centres undefined)	16	-10	i
N#C/C(=C(/O)COC(=O)c1cccnc1Cl)c1nc2ccccc2[nH]1	5	-22	i
O=C(Cn1cc(C(=O)C2CC2)c2ccccc21)NCc1ccccc1	53	-16	i
Fc1ccc(-c2nc(-c3cccs3)[nH]c2-c2ccc(F)cc2)cc1	32	-36	i
Cc1ccc(S(=O)(=O)Nc2c(C(=O)O)[nH]c3ccccc23)cc1C	18	-18	i
CN(C)c1ccc(/C=C(\C#N)C(=O)Nc2nc3c(s2)CCN(Cc2ccccc2)C3)cc1	3	23	i
CC(=O)OCC(OC(C)=O)C(OC(C)=O)C(OC(C)=O)C(=O)Nc1cccc(C)c1 (centres undefined)	-7	-14	i
COC(=O)CCCC1=CC2=CC(=O)C(C)(OC(=O)c3cccs3)C(=O)C2=CN1C1CCCC1 (centres undefined)	38	-37	i
CC1CCCc2sc3ncn(N)c(=N)c3c21 (centres undefined)	22	-26	7.1*
CCN1CCN(C(=O)c2ccc3c(c2)N(Cc2ccc(C)cc2)CCS3)CC1	19	-19	i
CCOC(=O)Cc1csc(NC(=O)CSc2nnc(C(C)C)n2CC)n1	16	-16	i
O=C(Nc1ccccc1Cl)C1CC(=O)N(Cc2ccco2)C1 (centres undefined)	4	-19	x
O=C(NCCNC(=O)c1ccccc1F)c1ccccn1	8	-4	i
CCCn1c(SCC(=O)Nc2ccccc2Oc2ccccc2)n[nH]c1=O	39	-2	i
Cc1ccc(NS(=O)(=O)c2ccc(OCC(=O)NCC3CCCO3)cc2)cc1 (centres undefined)	34	3	i
COc1cccc(-c2nc(CS(=O)(=O)CC(=O)NCCc3ccc(OC)cc3OC)c(C)o2)c1	14	-23	i
Cc1ccnc(SCC(=O)Nc2cccc(S(=O)(=O)N3CCOCC3)c2)n1	6	-12	x
Cc1cnc(SCc2ccc(Cl)cc2Cl)[nH]c1=O	5	-13	i
COc1ccc([N+](=O)[O-])cc1N(CC(O)CN(CC(C)C)CC(C)C)S(=O)(=O)c1ccccc1 (centres undefined)	5	-26	13*
Cc1cc(C)nc(NC(=O)Cc2cccs2)n1	7	-13	i
C=CCNc1oc(-c2ccc(OC)cc2)nc1C#N	22	-11	i
COc1ccc(Cn2c(-c3ccco3)nc3oc4cc(OC)ccc4c(=O)c3c2=O)cc1	16	-34	i
COc1ccc(-c2cccc(-c3cc(=O)oc4ccc(C(C)(C)C)cc34)c2)cc1	5	-42	x
O=C1c2cccnc2C(=O)N1C1CCCCC1	15	-14	i
CCCCOC(=O)c1ccc(NC(=O)COC(=O)c2ccc3ncsc3c2)cc1	-1	20	x

Source: PubChem BioAssay

Compounds as they come (roughly 2.5% active in at least one column).
